High-throughput results (PubChem BioAssay)
APP transl inh: APP translation inhibition; SH-SY5Y APP 5'UTR-luciferase reporter, luminescence; 0.82% of 190,000 active; inhibition, % at 2 µM;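 active means inhibition above a set limit, derived from the sample mean plus 3 SD, cut at about 45% in these data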; further: values of inactives mirror those of a sister screen read the other way
TNAP inh noacc: inhibitors of human TNAP without phosphate acceptor; P05186; purified TNAP, CDP-star luminescence, 30 min; inhibition, % at 20 µM; 0.26% of 200,000 active; AID 1012;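 active means tissue-nonspecific alkaline phosphatase inhibition above about 50% at 20 µM in the single-dose screen, limit read from the data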;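 further: 0% = DMSO negative control and 100% = EDTA positive control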
Target sequence (P05186 whole entry, looked up): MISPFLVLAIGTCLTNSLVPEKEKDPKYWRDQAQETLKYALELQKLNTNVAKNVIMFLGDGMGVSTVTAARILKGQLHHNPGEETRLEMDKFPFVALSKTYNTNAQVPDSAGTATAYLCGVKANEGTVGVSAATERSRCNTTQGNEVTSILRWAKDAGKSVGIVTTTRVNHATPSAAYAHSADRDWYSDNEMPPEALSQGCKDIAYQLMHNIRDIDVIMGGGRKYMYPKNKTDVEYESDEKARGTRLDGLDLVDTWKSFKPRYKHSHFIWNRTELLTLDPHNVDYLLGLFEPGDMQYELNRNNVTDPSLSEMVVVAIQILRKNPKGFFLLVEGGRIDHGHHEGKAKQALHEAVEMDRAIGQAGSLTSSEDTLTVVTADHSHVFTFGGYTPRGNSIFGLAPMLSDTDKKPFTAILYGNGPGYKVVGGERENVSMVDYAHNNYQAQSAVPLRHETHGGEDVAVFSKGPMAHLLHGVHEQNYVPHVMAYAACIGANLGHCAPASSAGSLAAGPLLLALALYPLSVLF
bIAP activator: increases bovine intestinal alkaline phosphatase activity; purified bovine IAP, CDP-star luminescence, 30 min; stronger effect = higher value; fold of DMSO-control signal, blank-subtracted; activation factor at 20 µM; 0.17% of 200,000 active; AID 1016;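 active means activation factor of 2 or more at 20 µM, a signal rise over negative controls twice the positive control's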
TNAP inh hiacc: blocks human TNAP under high phosphate acceptor concentration. purified TNAP, CDP-star luminescence, 1 M DEA. inhibition, % at 20 µM. 0.03% of 200,000 active. AID 1135;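 active means over 50% inhibition of tissue-nonspecific alkaline phosphatase at 20 µM in the single-dose screen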;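 further: plate controls were DMSO wells for no effect and EDTA-quenched wells as full inhibition for full effect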
TNAP act hi DEA: increases human TNAP activity under high phosphate acceptor concentration | P05186 | purified TNAP, CDP-star luminescence, 1 M DEA, 30 min; stronger effect = higher value; 0 = EDTA background, 1 = DMSO-only activity | activation factor at 20 µM | 200,000 tested, under 10 active;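 active means activation factor at least 2 at 20 µM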
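system = human TNAP | amount = enzyme diluted 1/800 final | reagent = 100 µM CDP-star substrate | signal = luminescent substrate turnover signal | dosing = one dose, 20 µM | benchmarks = EDTA negative control, DMSO positive control | measure = activation factor | timing = 30 min reaction, room temperature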
FLuc stim CS: affects firefly luciferase, flagging false hits in luciferase stimulation screens. activation factor at 10 µM. 200,000 tested, under 10 active. P08659. ATPlite luciferase biochemical, luminescence, 10 min; 0 = ATP-free wells, 1 = DMSO control;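 active means luciferase activation factor, scaled between plate controls, of at least 2 with compound at 10 µM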
Target sequence (P08659 whole entry, looked up): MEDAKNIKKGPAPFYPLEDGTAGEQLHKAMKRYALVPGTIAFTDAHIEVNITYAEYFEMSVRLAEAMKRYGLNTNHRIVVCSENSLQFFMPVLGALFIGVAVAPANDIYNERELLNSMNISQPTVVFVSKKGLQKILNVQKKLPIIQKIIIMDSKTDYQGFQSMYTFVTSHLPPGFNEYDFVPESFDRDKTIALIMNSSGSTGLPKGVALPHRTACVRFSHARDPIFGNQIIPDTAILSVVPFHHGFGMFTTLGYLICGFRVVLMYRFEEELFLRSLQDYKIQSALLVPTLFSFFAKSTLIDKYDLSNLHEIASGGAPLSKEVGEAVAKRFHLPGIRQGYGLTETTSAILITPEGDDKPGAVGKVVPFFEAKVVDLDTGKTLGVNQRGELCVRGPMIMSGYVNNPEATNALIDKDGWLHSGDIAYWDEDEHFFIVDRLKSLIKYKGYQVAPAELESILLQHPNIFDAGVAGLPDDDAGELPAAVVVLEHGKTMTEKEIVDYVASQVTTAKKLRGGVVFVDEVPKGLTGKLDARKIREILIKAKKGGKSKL
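System: luciferase plus luciferin reagent, cell-free; medium: PBS as buffer for the ATP substrate; dosing: test compounds dosed from 2 mM stocks in 100% DMSO; timing: 10 min post-reagent at room temperature; measured by: luminescence measurement of luciferase light output; evaluation: luciferase activation, seen as luminescence increase over controls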
RAM network inh: inhibitors of the yeast RAM network; inhibition, % at 50 µM; 1.8% of 190,000 active; S. cerevisiae dse1pr::URA3 reporter, 5-FOA growth OD615, 2 d; analog-sensitive cbk1-as2 kinase mutant strain;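 active means inhibition above a set limit, 3 SD over mean compound inhibition, cut at about 8.4% in these data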;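 further: 0% = DMSO-only wells with no growth and 100% = 10 µM 1-NA-PP1 full growth; inhibition rescues growth on 5-FOA so higher OD means more RAM inhibition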
Lmaj promast: inhibitors of Leishmania major promastigote growth. Leishmania major promastigotes, resazurin fluorescence viability. inhibition, % at 10 µM. 9% of 200,000 active; in the data active means inhibition above about 50%;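 further: promastigotes grown with compound for 44 hours at 28 °C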
FLuc inhib CS: counter-screen for luciferase assay inhibitors: firefly luciferase inhibition | ATPLite firefly luciferase biochemical luminescence, 10 min | 1.5% of 200,000 active | P08659 | inhibition, % at 10 µM | AID 1006;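 active means inhibition above about 50% when tested at 10 µM, limit read from the data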
bIAP inh: intestinal alkaline phosphatase (bovine) inhibition; purified bovine IAP, CDP-star luminescence, 30 min; inhibition, % at 20 µM; 190,000 tested, under 10 active; AID 1019;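 active means over 50% inhibition of intestinal alkaline phosphatase at 20 µM in the single-dose screen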
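System: purified bovine intestinal alkaline phosphatase (IAP) enzyme; Input: IAP diluted 1/65,000,000 in the well; Measured by: CDP-star luminescence signal; Compound dosing: 20 µM single dose; Incubation: 30 min reaction at room temperature.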
* = called active by the depositor; x = no result given. Hits appear at their usual frequency; any-hit rate near 13%.

SMILES	APP transl inh	TNAP inh noacc	bIAP activator	TNAP inh hiacc	TNAP act hi DEA	FLuc stim CS	RAM network inh	Lmaj promast	FLuc inhib CS	bIAP inh
C=CCOc1ccc(CNc2nccs2)cc1OC	-2.0	-6.4	0.9	-0.6	1	1	1.0	-2.8	-4.1	8.0
CCCOc1ccc(-c2c(C(=O)N/N=C/c3ccc(OCC)cc3)nnn2-c2nonc2N)cc1	1.2	5.3	0.8	3.0	1	1	8.1	9.8	-0.8	16.2
COC(CNc1ncnc2c1cnn2C)OC	15.9	-6.2	1.2	-1.0	1	1	4.1	-5.1	2.3	-23.3
COC(=O)c1ccccc1NC(=O)Cc1ccccc1OC	14.6	-5.5	0.8	-2.0	1	1.1	2.5	2.4	-7.5	19.9
O=C(Nc1cccc(S(=O)(=O)N2CCCCC2)c1)c1ccc2c(=O)n3c(nc2c1)CCCCC3	3.8	3.4	0.5	7.2	0.9	0.9	2.2	49.4	10.5	45.2
O=C(CC1SCCNC1=O)Nc1ccccc1Cl (stereo not given)	-7.1	-8.9	1.1	3.1	1	1	-0.1	-4.5	-1.9	-11.6
CC(=O)N1CCN(c2ccc(NCc3ccc4c(c3)OCO4)cc2)CC1	8.4	-8.7	1	-2.9	1	1	2.7	0.7	-1.1	-1.5
CC(=O)c1ccc(OCC(O)CN2CCOCC2)cc1 (stereo not given)	x	-15.0	1	-6.0	1.1	1	1.0	-4.0	-3.5	-2.8
NC(=O)c1ccc([N+](=O)[O-])cc1SCc1ccccc1	6.2	-5.2	0.9	0.7	1	1.1	2.6	-1.0	-5.4	13.4
O=C(CNC(=O)C1CCCCC1)Nc1ccc(Cl)cc1	-25.5	-6.7	0.9	1.2	1	1	1.0	-6.2	-3.9	6.3
Cc1nonc1OCCNCCNc1ccc([N+](=O)[O-])cc1Cl	-11.7	-3.3	0.9	-1.3	1	1	4.1	87.1*	-4.8	9.5
O=C(CSc1nc(C2CC2)nc2c1cnn2-c1ccccc1)Nc1c[nH]c(=O)[nH]c1=O	4.1	-61.5	1.1	-6.8	1.1	1	2.8	12.0	3.1	-15.0
COc1ccc(CNC(=O)c2ccc(C)o2)cc1	-5.2	-3.5	1	3.9	1	0.9	0.2	-3.8	8.4	-2.3
COC(=O)N[C@H](CC(C)=O)c1ccccc1	12.0	-5.7	1	0.0	1	1	-0.5	15.1	2.3	-3.7
COc1ccc(-c2cc(N)n(CCC#N)n2)c(OC)c1	1.5	-14.0	0.9	-3.7	1	1	0.0	-4.9	-2.9	13.2
COC(=O)c1ccc(NC(=O)CSc2nnc(COc3ccc4c(c3)CCCC4)o2)cc1	-3.3	-12.2	0.9	-5.5	1.1	1	7.8	-0.1	-4.3	13.7
CCCCCCCOC(=O)c1nc(Cl)c(Cl)c(N)c1Cl	-22.2	-13.9	0.6	-3.8	1	1	4.4	2.1	-4.8	38.5
Cc1cc(/C=C(\C#N)C(=O)NCc2ccco2)c(C)n1C1CCCC1	-57.7	-4.7	0.9	-1.1	1	0.8	2.8	72.0*	19.6	13.6
COc1ccccc1OCCNC(=O)c1cccs1	4.9	-3.7	0.8	-6.3	1.1	1.2	0.7	-2.5	-18.6	16.9
COc1ccc(OC)c(S(=O)(=O)NCCO)c1	1.5	-14.9	0.9	-5.0	1.1	1.1	-0.7	-5.7	-8.6	6.7
O=CNn1cnc2c(oc3nc(-c4ccccc4)cc(-c4ccco4)c32)c1=O	12.4	-15.2	1.3	3.2	1	1	-0.1	-1.0	-3.2	-29.2
CN(Cc1ccccc1)c1ncnc2ccc(Br)cc12	-1.7	-5.4	0.9	2.9	1	1.1	0.8	13.4	-9.3	9.0
CC1CC(C)(C)N(C(=O)NC2CCCCC2)c2ccccc21 (stereo not given)	-12.7	-2.1	0.9	1.9	1	1	-0.5	16.3	-0.6	12.0
Clc1cccc(CSc2nnc(-c3sccc3-n3cccc3)o2)c1	-4.4	-4.7	0.6	2.2	1	1.1	8.9*	-2.8	-7.1	44.7
O=S(=O)(NCCc1ccc(F)cc1)c1cccc2cccnc12	-27.0	-13.4	0.9	-9.1	1.1	1.1	0.2	-0.5	-7.0	10.8
CS(=O)(=O)Nc1ccc(C2=NN(S(C)(=O)=O)C(c3ccc4nccnc4c3)C2)cc1 (stereo not given)	1.1	-9.0	1	-1.4	1	1.1	1.8	-4.4	-6.5	1.2
CC1=CC2CC1C1C(=O)N(c3ccc(S(=O)(=O)Nc4nc(C)cc(C)n4)cc3)C(=O)C21 (stereo not given)	-35.4	20.7	1	-1.5	1	1.1	9.8*	52.0*	-6.9	0.4
Cc1ccc(NC(=S)N/N=C/c2c(C)nn(-c3ccccc3)c2N2CCCC2)cc1	-7.0	-4.7	1.1	0.9	1	1	0.9	10.1	0.5	-5.4
CCOC(=O)c1cc(CC)sc1/N=C/C1=C(O)CCCC1=O	-22.9	16.2	1.2	-4.1	1	1.1	0.1	-5.2	-8.4	-15.9
CCn1nc(C)c(CNC(=O)CC2C(=O)NCCN2CC(C)(C)C)c1C (stereo not given)	-4.0	1.8	1	3.4	1	1	-0.5	-3.1	-0.9	4.3
FC(F)(F)c1cccc(OCc2nnc3n2CCC3)c1	-0.1	-5.0	1	-3.0	1	1	0.0	-0.7	-3.7	-3.1
COc1cccc(-n2c(-c3ccco3)nc3nc4ccccc4nc32)c1	6.5	-6.6	1	-2.5	1	1	5.4	15.7	2.1	2.8
Cc1ccc(NC(=O)CCCc2ccccc2)nc1	-72.7	2.9	1	-3.7	1	1	-0.9	-0.9	4.2	-1.0
COc1ccc(-c2nnc(-c3cccs3)o2)cc1OC	-115.6	-11.8	1	-3.7	1	0.7	1.4	23.5	29.7	0.6
O=c1oc2ccccc2cc1N1CCOCC1	-9.5	-3.2	1.2	3.6	1	0.9	2.9	11.0	7.0	-15.2
CNC(=O)CC(C(=O)O)c1ccc(OCC(C)C)cc1 (stereo not given)	-0.7	4.4	1	1.8	1	1.1	0.8	-0.8	-6.7	-0.9
CCn1c(C)c2c(C)nnc(C)c2c1C	-11.1	-2.9	1	5.8	0.9	1	0.6	19.2	-1.6	2.0
COc1ccccc1OCCNC1CCCC1	1.0	-5.8	1	-2.8	1	1	1.2	-3.4	-1.1	3.0
Cc1c(NC(=O)C(Sc2ccccc2)c2ccccc2)cccc1[N+](=O)[O-] (stereo not given)	-11.0	11.7	0.8	-3.3	1	1.1	2.0	6.8	-7.6	16.4
CC(C)c1ccc(NC(=O)C(c2ccc3c(c2)OCO3)N2CCN(C(=O)c3ccco3)CC2)cc1 (stereo not given)	-14.0	-49.0	1.6	-11.9	1.1	1	-0.9	17.7	1.0	-55.6
CC[C@H](C)[C@@H](NC(=O)O[C@@H]1C(=O)c2cc(Br)ccc2O[C@H]1c1ccc2c(c1)OCO2)C(=O)OC	-7.5	-1.7	0.6	1.3	1	1	2.3	0.4	1.4	37.2
CC(C)N(C(=O)CSc1nnc(NC(=O)c2ccco2)s1)C(C)C	-1.6	-8.8	1	-0.9	1	1	0.3	-3.1	0.0	0.0
C/C(=N\NC(=O)c1cccs1)C(C)(C)C	-88.7	-1.6	1	-0.4	1	1	0.4	-5.7	2.5	-2.1
Cc1ccnc(NC(=O)CSc2cc(=O)n(C)c3ccccc23)c1	-14.1	2.9	1	-10.2	1.1	1.1	1.4	-4.0	-8.6	3.3
O=C(NNC(=S)Nc1ccccc1)c1ccccc1[N+](=O)[O-]	-53.9	-124.7	1.2	-1.6	1	0.9	1.5	-4.9	11.3	-23.9
Cc1ccsc1CN(C)C(=O)CCc1nnc(COc2ccccc2)o1	-28.1	-9.3	1	-3.1	1	1.1	0.6	-7.4	-6.2	-3.9
COc1ccc(CN(Cc2ccc(C(=O)O)cc2)C(=S)Nc2ccccc2F)cc1OC	8.6	-0.2	1.3	0.8	1	1	2.1	-2.2	0.5	-28.2
C/C(=N\NC(=O)Cc1c[nH]c2ccccc12)c1ccc2ccccc2c1	-9.6	-12.2	1	-5.1	1.1	1.1	2.5	54.6*	-5.0	-4.1
CN(CCNC(=O)c1cccc(N2CCCC2=O)c1)Cc1ccccc1	-2.9	-11.9	1	-4.6	1	1	1.5	0.6	-4.2	-1.5
CC1=NN(/C(=N\c2nnc(C)s2)Nc2ccccc2)[C@H](c2cccc3ccccc23)S1	-5.7	-0.2	1.1	3.8	1	1	1.3	29.4	2.4	-11.5

Ordered by heavy-atom count (high to low): part of the list above.
SMILES	APP transl inh	TNAP inh noacc	bIAP activator	TNAP inh hiacc	TNAP act hi DEA	FLuc stim CS	RAM network inh	Lmaj promast	FLuc inhib CS	bIAP inh
CS(=O)(=O)Nc1ccc(C2=NN(S(C)(=O)=O)C(c3ccc4nccnc4c3)C2)cc1 (stereo not given)	1.1	-9.0	1	-1.4	1	1.1	1.8	-4.4	-6.5	1.2
CC(C)N(C(=O)CSc1nnc(NC(=O)c2ccco2)s1)C(C)C	-1.6	-8.8	1	-0.9	1	1	0.3	-3.1	0.0	0.0
COc1ccc(-c2cc(N)n(CCC#N)n2)c(OC)c1	1.5	-14.0	0.9	-3.7	1	1	0.0	-4.9	-2.9	13.2
C/C(=N\NC(=O)c1cccs1)C(C)(C)C	-88.7	-1.6	1	-0.4	1	1	0.4	-5.7	2.5	-2.1

The list continues.
SMILES	APP transl inh	TNAP inh noacc	bIAP activator	TNAP inh hiacc	TNAP act hi DEA	FLuc stim CS	RAM network inh	Lmaj promast	FLuc inhib CS	bIAP inh
Cc1ccc(Cn2ccc(NC(=O)C3C4CCC(C4)C3C(=O)O)n2)cc1 (stereo not given)	17.6	-0.8	1	0.0	1	1	3.1	-1.6	-3.9	-1.2
COc1ccc(CCNC(=O)c2ccc(C)s2)cc1OC	1.6	-7.0	1	-4.4	1	1	-0.2	-3.1	-4.0	4.9
Cc1noc(C)c1CSc1nc2sc(C)c(C)c2c(=O)n1C1CCCC1	-5.2	-5.8	0.9	-3.5	1	1.1	0.3	20.3	-5.1	8.9
CCOc1ccc(NC(=O)c2cc3c(=O)n(C)c4ccccc4c3n2C)cc1	-11.9	-10.8	0.9	-3.4	1	1	3.6	19.6	-1.4	12.9
CN(C)C(=O)CSc1nnc(-c2ccncc2)n1Cc1ccco1	-18.2	-16.9	1.1	-3.2	1	1	-0.3	-6.5	-1.6	-8.1
O=C(CNS(=O)(=O)c1ccc(F)cc1)N1CCCCCC1	5.6	-8.6	1	-6.2	1.1	1	0.1	-5.2	-3.7	4.8
CCN=C1SC(C(=O)Nc2cccc(C(=O)O)c2)CC(=O)N1CC (stereo not given)	6.5	-8.9	1	-6.1	1.1	1	0.1	-0.9	-2.2	-4.4
c1ccc(-n2c(-c3ccncc3)nnc2N2CCOCC2)cc1	-7.4	-13.2	1	-8.2	1.1	1.1	0.4	-4.4	-7.0	3.5
CCCn1c(SCC(=O)c2ccc(OC)c(OC)c2)nc2c1c(=O)n(C)c(=O)n2C	-15.8	-1.9	1	-7.3	1.1	1.1	-1.1	1.1	-7.4	2.2
O=C(CSc1nc2c(c(=O)n1-c1ccc(Cl)cc1)SCC2)Nc1nccs1	17.2	-9.2	0.9	-8.6	1.1	1	6.9	2.0	-1.3	7.3
